# Compound activity from PubChem.
# GLP1R cytotox = qHTS of GLP-1 Receptor Inverse Agonists: Cytotox Screen | HEK293 cAMP-luciferase reporter cells, luminescence, 24 h | Potency, µM (titrated, usually from 38.3 µM), for inactives: top-dose activity change, negative = inhibition, actives largely listed as inhibitors | 0.13% of 410,000 active | AID 624418, 2012;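 also: loss of luciferase light is scored as toxicity; potency is read from the fitted curve at half-maximal effect; % is scaled to controls: 0 for no effect and ±100 for the full control effect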
#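 Compound-treated cells are incubated 24 hr at 37 deg C under 5% CO2 after a 12 hour attachment period, then luciferase detection reagent is added and luminescence is measured following 12 min at room temperature; lowered signal indicates toxicity.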
# SW480 rereplic = A quantitative high throughput screen for small molecules that induce DNA re-replication in SW480 colon adenocarcinoma cells; Potency, µM (doses to about 46.1 µM), for inactives: at the highest dose re-replication activation, actives largely listed as activators; SW480 DNA re-replication, Hoechst DNA content imaging, 48 h; 1.8% of 340,000 active; AID 624297, 2012; also: potency is read from the fitted curve at half-maximal effect; % of control where 0% means no effect; nearly all actives have a fitted effect of over 55% in size
#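 Treated cells incubate 48 hr (37 C, 5% CO2), are stained 40 min with Hoechst, and nuclear fluorescence is enumerated; a rise in nuclei with high DNA signal marks re-replication.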
# D3 ag = qHTS of D3 Dopamine Receptor Agonist: qHTS; D(3) dopamine receptor (Homo sapiens), P35462; D3R DiscoveRx beta-arrestin cells, luminescence, 90 min; max activation, %; 0.58% of 410,000 active; AID 652048, 2013; in the data active = max activation above about 30%; also: 0% is about no effect; mostly tested at two doses, the higher about 12 µM
# Target sequence (P35462 whole entry, looked up): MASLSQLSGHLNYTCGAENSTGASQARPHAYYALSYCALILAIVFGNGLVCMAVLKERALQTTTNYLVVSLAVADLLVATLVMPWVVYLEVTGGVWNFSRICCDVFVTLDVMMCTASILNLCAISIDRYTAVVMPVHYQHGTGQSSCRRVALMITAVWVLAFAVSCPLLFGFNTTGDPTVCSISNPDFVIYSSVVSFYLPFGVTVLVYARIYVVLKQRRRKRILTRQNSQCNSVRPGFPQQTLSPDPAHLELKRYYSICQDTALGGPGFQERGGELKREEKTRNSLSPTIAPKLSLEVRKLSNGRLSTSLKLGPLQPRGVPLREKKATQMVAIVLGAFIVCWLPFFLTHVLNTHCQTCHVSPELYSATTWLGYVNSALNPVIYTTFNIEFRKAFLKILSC
#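 Agonist mode: compounds and dopamine controls were applied to plated cells for 90 min at 37 degrees C after an overnight attachment at 1500 cells/well. Luminescent read-out followed 30 - 60 minutes at room temperature with DiscoveRx detection reagent.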
# KB-3-1 cytotox = qHTS assay for MDR1-selective chemotherapeutics: Primary screen using the parental adenocarcinoma cell KB-3-1; KB-3-1 viability, CellTiter-Glo ATP luminescence, 72 h; 1.4% of 400,000 active; Potency, µM (series often up to 46.1 µM), without a hit: top-dose activity change, negative = cytotoxic, actives largely listed as cytotoxic; also: potency is read from the fitted curve at half-maximal effect; % is scaled to controls: 0 for no effect and ±100 for the full control effect; nearly all actives have a fitted effect of over 60% in size
#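 KB-3-1 parental drug-naive adenocarcinoma cells in DMEM/10% FBS, incubated 72 h at 37 C with pin-transferred compounds across a concentration series. Viability by CellTiter-Glo luminescence; concentration-response curves fitted after normalization.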
# KB-V1 MDR tox = qHTS assay for MDR1-selective chemotherapeutics: Primary screen using the drug-selected MDR subline cells KB-V1 | AID 1347076, 2019 | KB-V1 MDR cells viability, CellTiter-Glo, 72 h | Potency, µM (top dose mostly 46.1 µM), without a hit: top-dose activity change, negative = cytotoxicity, actives largely listed as cytotoxic | 3.4% of 400,000 active; also: potency is read from the fitted curve at half-maximal effect; % is scaled to controls: 0 for no effect and ±100 for the full control effect; nearly all actives have a fitted effect of over 60% in size
#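 KB-V1 cells (P-gp-expressing MDR subline of KB-3-1) in phenol-red-free DMEM with 10% FBS were exposed to library compounds over a concentration series for 72 h at 37 degrees C. Viability read by CellTiter-Glo luminescence; concentration-effect curves fitted after normalization.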
# HT1080 IDH1KD tx = qHTS for induction of synthetic lethality in tumor cells producing 2HG: qHTS for the HT-1080-IDH1KD cell line | HT-1080 IDH1 knockdown viability, ATP luminescence, 48 h | Potency, µM (series often up to 46.1 µM), inactives show top-dose activity, negative = toxicity, actives largely listed as cytotoxic | 2% of 360,000 active | AID 686971, 2013;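 also: potency is read from the fitted curve at half-maximal effect; 0% = DMSO wells and -100% = cell-free medium wells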
#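 Assay cells: HT-1080 with IDH1 knockdown, 750 per well, RPMI/5% FBS. Exposure: 48 h at 37 °C following 2 h pre-incubation. Read: CellTiter-Glo luminescence; fitted concentration-response, curve class assigned.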
# MCF10A rerep = A quantitative high throughput screen for small molecules that induce DNA re-replication in MCF 10a normal breast cells. MCF 10A DNA re-replication, Hoechst nuclear intensity, 48 h. Potency, µM (top dose mostly 46.1 µM), without a hit: at the top dose activity, positive = re-replication, most hits filed as activators. 2.9% of 350,000 active; also: potency is read from the fitted curve at half-maximal effect; % of control where 0% means no effect; nearly all actives have a fitted effect of over 50% in size
# IL1B secr inh = qHTS for Inhibitors of Inflammasome Signaling: IL-1-beta AlphaLISA Primary Screen. activity change, % at 57.5 µM. THP-1 LPS/ATP IL-1B secretion, AlphaLISA, 16 h; hits give low values. 4.7% of 360,000 active; in the data active = activity change below about -50%; inconclusive = mostly about -30% to -49%; also: % is scaled to controls: 0 for no effect and ±100 for the full control effect
#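 THP-1 cells pretreated 1 hr with compounds (up to 57.5 uM final), then stimulated with LPS (250 ng/mL final) plus ATP (1.25 mM final); secreted IL-1B measured by AlphaLISA after 16 hr, decreased signal indicating inhibition.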
# HT1080-NT tox = qHTS for induction of synthetic lethality in tumor cells producing 2HG: qHTS for the HT-1080-NT fibrosarcoma cell line; HT-1080-NT fibrosarcoma viability, CellTiter-Glo ATP luminescence, 48 h; Potency, µM (doses to about 46.1 µM), without a hit: at the top dose activity, negative = less viability, actives largely listed as cytotoxic; 1.6% of 360,000 active;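 also: NT is the 2HG producing partner of a matched IDH1 knockdown line; potency is read from the fitted curve at half-maximal effect; 0% = DMSO-treated cells and -100% = media-only wells without cells; nearly all actives have a fitted effect of over 55% in size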
#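 Toxicity toward the 2HG-producing NT line was scored as %Activity, normalised to DMSO and no-cell wells, from CellTiter-Glo luminescence after 48 hours' treatment.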
# * hit, by the source's call; ? = inconclusive; nt = no result given; & = joins results of further samples; [ ] = dose if it differs, or a comment. Unless noted, calls follow the shape of the dose curve; as a rule, active = well fitted curve in the direction sought with a large enough effect; inconclusive = small, poorly fitted or top-dose-only effect, or another doubt; inactive = no such curve, though single readings can be large; an effect the other way counts as inactive or inconclusive. Compounds as they come, and some 11% of all compounds hit somewhere here.
SMILES,GLP1R cytotox,SW480 rereplic,D3 ag,KB-3-1 cytotox,KB-V1 MDR tox,HT1080 IDH1KD tx,MCF10A rerep,IL1B secr inh,HT1080-NT tox
C=CCc1c(C)nc(SCc2nc3ccccc3c(=O)[nH]2)[nH]c1=O,-6%,0%,5,17%,20%,-3%,1%,24,4%
COc1cn(-c2ccccc2)nc1C(=O)Nc1ccccc1,16%,0%,-2,3%,?,-22%,8%,-55*,-1%
COc1cc(C2CC(=O)Nc3c2c(=O)nc2c(C)cccn32)cc(OC)c1OC (stereo not drawn),13%&1%,-10%,6&4,0%&8%,5%&-5%,5%,1%,13,11%
Cc1cc2c(c(=O)o1)C(C13C=CC(CC1)C3)C(C#N)=C(N)O2 (stereo not drawn),-2%,-2%,4,8%,?,3%,-2%,18,8%
Cc1ccc(C(=O)Nc2nc(-c3ccc(F)cc3)cs2)o1,-26%,1%,-3,8%,-3%,4%,2%,-15,-12%
CN1C(=O)C2(SCC(=O)N2c2cccc(C(F)(F)F)c2)c2ccccc21 (stereo not drawn),-5%,nt,-1,5%,?,nt,nt,nt,nt
O=C(Nc1ccccn1)c1cccc(S(=O)(=O)N2CCc3ccccc3C2)c1,9%,30%,-2,2%,-17%,-10%,?,-56*,-14%
O=C(c1ccc(Br)s1)N1CCN(S(=O)(=O)c2ccccc2)CC1,2%,-1%,-15,nt,nt,-17%,1%,-11,-8%
CCC(C)(C)n1nnnc1C(c1ccc(OC)c(OC)c1)N1CCN(c2ccc(F)cc2)CC1 (stereo not drawn),-14%,-2%,3,-20%,-7%,6%,0%,-6,1%
Cc1ccc(-c2nc(Nc3ccc(O)cc3)c3ccccc3n2)cc1,-22%,?,1,?,?,21µM*,?,-88*,21µM*
COc1ccc(OC)c(CNC(=O)Cn2ncc3c([nH]c4ccc(C)cc43)c2=O)c1,-13%,nt,2,9%,-2%,nt,nt,nt,nt
Cc1cc(SCC(=O)N/N=C/c2ccco2)nc2ccccc12,3%,7%,10,3%,-8%,-11%,-7%,21,-2%

# Entries of single compounds as entered above.
# Shown for CCC(C)(C)n1nnnc1C(c1ccc(OC)c(OC)c1)N1CCN(c2ccc(F)cc2)CC1 (stereo not drawn) → GLP1R cytotox = -14%; SW480 rereplic = -2%; D3 ag = 3; KB-3-1 cytotox = -20%; KB-V1 MDR tox = -7%; HT1080 IDH1KD tx = 6%; MCF10A rerep = 0%; IL1B secr inh = -6; HT1080-NT tox = 1%
# Shown for COc1ccc(OC)c(CNC(=O)Cn2ncc3c([nH]c4ccc(C)cc43)c2=O)c1 → GLP1R cytotox = -13%; SW480 rereplic = nt; D3 ag = 2; KB-3-1 cytotox = 9%; KB-V1 MDR tox = -2%; HT1080 IDH1KD tx = nt; MCF10A rerep = nt; IL1B secr inh = nt; HT1080-NT tox = nt

# Next compounds
SMILES,GLP1R cytotox,SW480 rereplic,D3 ag,KB-3-1 cytotox,KB-V1 MDR tox,HT1080 IDH1KD tx,MCF10A rerep,IL1B secr inh,HT1080-NT tox
CCOC(=O)Cc1csc(NC(=O)CN2C(=O)c3ccccc3S2(=O)=O)n1,-5%,0%,1,5%,0%,4%,7%,16,6%
CC(C)CC(OC(=O)c1nsc(Cl)c1Cl)C(=O)NC1CCCC1 (stereo not drawn),2%,5%,1,3%,5%,13%,10%,0,18%
Cn1ccnc1SCc1cccc([N+](=O)[O-])c1,-21%,0%,3,0%,?,19%,5%,-1,21%
COc1ccc(NC(=O)c2cc(-c3ccc(C)o3)nc3ccccc23)cc1,-5%,14%,4,-4%,-5%,?,?,-6,?
CCOC(=O)C(C)Sc1nc2ccccc2c(=O)n1CC1CCCCC1 (stereo not drawn),-3%,-2%,0,?,-5%,-30%,?,18,2%
COc1ccc(/C=N/n2c(C)nnc2C)c(OC)c1OC,7%,-4%,9,6%,16%,3%,0%,9,8%
CCOC(=O)c1[nH]c(C)c(C(=O)NCc2ccc(F)cc2)c1C,0%,nt,-2,-11%,0%,nt,nt,nt,nt
O=C(NCc1ccncc1)c1cccc(S(=O)(=O)NCc2ccccc2)c1,-8%,-9%,0,7%,?,7%,-4%,18,1%
O=C(c1ccccc1)c1ccc(OCC(O)CNC2CCCc3ccccc32)cc1 (stereo not drawn),-12%,nt,2,-3%,?,-1%,30%,17,-2%
CC(C)c1ccc(OCC(=O)Nc2ccncc2)cc1,-4%,-2%,-6,1%,29%,2%,13%,22,18%
CCOCC(=O)Nc1nc2ccc(OC)cc2s1,-9%,-9%,-2,10%,-8%,0%,-13%,-3,6%
Cc1ccc(CC2CC(=O)N(CC(=O)O)C2=O)cc1 (stereo not drawn),0%,4%,4,-4%,18%,12%,-180%[0.0737 µM],25,1%
COc1ccccc1-c1noc(-c2ccco2)n1,2%,-4%,-1,10%,13%,-3%,0%,-3,-8%
Cc1cc(C)nc(/N=C2\NC(=O)CC(C(=O)O)N2c2ccc(Cl)cc2Cl)n1 (stereo not drawn),-5%,1%,-10,18%,11%,6%,-12%,30,8%
CCOC(=O)C1C(C)N=C2SCC(=O)N2C1c1cccc(Br)c1 (stereo not drawn),11%,-5%,-8,9%,-1%,-18%,?,-5,-11%
O=C(NCc1ccco1)/C(=C\c1ccco1)NC(=O)c1ccco1,11%,2%,5,-1%,-9%,2%,-7%,2,2%
COc1cc2c(cc1OC)[C@H](Cc1ccc(O)cc1)NCC2,4%,?,-24,0%,?,-8%,16µM*,-104*,-5%
O=C(Nc1cccc(Cl)c1)OCCOCCOC(=O)Nc1cccc(Cl)c1,-11%,2%,0,?,-2%,?,21µM*,-5,?
CCc1ccc2nc(Nc3ccc(OC)cc3OC)c(C#N)cc2c1,13%,22%,8,-1%,-4%,25%,?,-14,-5%
CCn1c(SCC(=O)NCc2ccc3c(c2)OCO3)nnc1-c1c[nH]c2ccccc12,-5%,-5%,-3,0%,17%,-1%,5%,-17,2%
CCOc1ccccc1N1CCN(C(=O)CSc2ccc3c(c2)OCCO3)CC1,2%,-9%,0,-4%,12µM*,12%,22%,-12,-1%
CCC1(c2ccccc2)NC(=O)N(CC(=O)Nc2cccc(S(=O)(=O)N3CCCCC3)c2)C1=O (stereo not drawn),-3%,-2%,-4,-4%,-22%,-3%,11%,1,-2%
Cc1nc(Nc2nc3ccccc3o2)nc(C)c1C,1%,6%,0,-20%,?,-30%,4%,?,-26%
COc1cc(/C=C/c2c([N+](=O)[O-])c(=O)n(C)c(=O)n2C)cc(OC)c1OC,?,0%,11,3%,-21%,?,3%,-5,-10%

# Among those listed so far, these contain bromine.
SMILES,GLP1R cytotox,SW480 rereplic,D3 ag,KB-3-1 cytotox,KB-V1 MDR tox,HT1080 IDH1KD tx,MCF10A rerep,IL1B secr inh,HT1080-NT tox
O=C(c1ccc(Br)s1)N1CCN(S(=O)(=O)c2ccccc2)CC1,2%,-1%,-15,nt,nt,-17%,1%,-11,-8%
CCOC(=O)C1C(C)N=C2SCC(=O)N2C1c1cccc(Br)c1 (stereo not drawn),11%,-5%,-8,9%,-1%,-18%,?,-5,-11%

# New compounds follow.
SMILES,GLP1R cytotox,SW480 rereplic,D3 ag,KB-3-1 cytotox,KB-V1 MDR tox,HT1080 IDH1KD tx,MCF10A rerep,IL1B secr inh,HT1080-NT tox
CCN(CC)S(=O)(=O)c1cccc(S(=O)(=O)N2CCCCC2)c1,15%,7%,2,-5%,-25%,0%,-1%,-2,1%
O=C(CCCSc1nnc(Nc2ccccc2F)s1)N1CCOCC1,4%,16%,-11,-12%,-14%,-3%,?,-20,-6%
Cc1c(NC(=S)N/N=C/c2cccc(O)c2)c(=O)n(-c2ccccc2)n1C,5%,5%,-27,-1%,4%,-5%,-6%,0,-1%
CC(=O)N1c2ccc(S(=O)(=O)N3CCCC3)cc2CC1C(=O)NC(C)C (stereo not drawn),-8%,-1%,3,4%,30%,-2%,-11%,12,5%
CC(Sc1nnnn1C1CC1)C(=O)N1c2ccccc2NC(=O)C1(C)C (stereo not drawn),-7%,-6%,-10,-12%,21µM*,-1%,1%,3,6%
CCCN1CCN(C(=O)C2CCN(c3ncnc4c3nc3n4CCCCC3)CC2)CC1,3%,0%,8,-8%,-9%,-7%,2%,5,-3%
COc1ccc(C(=O)Oc2ccc(N(C)S(=O)(=O)c3ccccc3)cc2)cc1[N+](=O)[O-],3%,-13%,6,-7%,0%,3%,-25%,4,4%
Cc1ccc(C)c(Cn2c(=O)n(CCC(=O)NCc3ccco3)c(=O)c3ccccc32)c1,1%,2%,1,-9%,-1%,-1%,0%,19,-1%
CCCc1cc(=O)oc2cc(C)cc(OCC(=O)NCC(O)c3ccccc3)c12 (stereo not drawn),-5%,24%,4,12%,9%,-4%,7%,3,-3%
Cc1cc(C(=O)Nc2cccc3c2O[C@H](CN(C)CC2CC2)[C@@H](C)CN([C@H](C)CO)C3=O)n(C)n1,3%,-26%[9.22 µM],20,7%,2%,17%,-4%,93,8%
